Screening data from PubChem.
Runt-SMMHC FRET – inhibitors of human RUNX1 Runt domain binding to CBFb-SMMHC; Q01196+Q13951; Cerulean-Runt/Venus-CBFb-SMMHC FRET ratio 530/480, 1 h; inhibition, % at 20 µM; 220,000 compounds, 0.74% hits;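 active means mean inhibition across duplicate retests at 20 µM reaching about 50%, limit read from the data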;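 further: 0% = DMSO wells and 100% = wells with excess untagged CBFb-SMMHC; inhibitors lower the FRET ratio by blocking Runt binding to CBFb-SMMHC; some results filed as inactive read as strong as hits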
zVAD death inh – blocks zVAD induced death of L929 cells; L929 zVAD necroptosis rescue, ATP luminescence, 24 h; with zVAD 60 µM; viability rescue, % at 10 µM; AID 1377; 220,000 compounds, 0.38% hits;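 active means activation, scaled between plate controls, above about 75%, limit read from the data; inactive means activation under that limit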;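 further: 0% = zVAD with DMSO and 100% = DMSO alone without zVAD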
EP2 mod – modulators of human EP2 prostaglandin E2 receptor; EP2-expressing cells, cAMP HTRF FRET, PGE2 co-stimulation; 260,000 compounds, 0.83% hits; AID 940; P43116; induction, % at 25 µM;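 active means compounds whose cAMP rise, as percent of the full-agonist control response, exceeds 60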;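 further: rat C6 glioma line stably carrying human EP2 under a CMV promoter; the protocol text gives 20 µM as final concentration; 100% = response of wells given 1 µM PGE2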
Target sequence (P43116 whole entry, looked up): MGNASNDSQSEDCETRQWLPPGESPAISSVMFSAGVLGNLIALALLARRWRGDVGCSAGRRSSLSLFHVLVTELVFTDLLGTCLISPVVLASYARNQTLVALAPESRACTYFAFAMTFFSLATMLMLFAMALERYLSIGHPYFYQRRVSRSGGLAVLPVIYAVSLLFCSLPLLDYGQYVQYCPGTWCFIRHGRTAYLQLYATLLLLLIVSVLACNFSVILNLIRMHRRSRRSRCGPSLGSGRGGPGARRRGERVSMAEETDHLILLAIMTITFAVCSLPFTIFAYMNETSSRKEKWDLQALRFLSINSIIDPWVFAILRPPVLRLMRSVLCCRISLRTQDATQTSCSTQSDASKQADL
Runt-CBFb FRET – Runt domain-CBFb interaction inhibition; inhibition, % at 20 µM; Cerulean-Runt/Venus-CBFb FRET ratio 530/480, 1 h; 220,000 compounds, 0.46% hits; AID 1496; Q01196+Q13951;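 active means inhibition over about 50% at 20 µM in the single-dose screen, limit read from the data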;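 further: 0% = DMSO wells and 100% = excess unlabeled CBFb competitor control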
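test system = Cerulean-tagged RUNX1 Runt domain (FRET donor) fusion protein | reagent = Venus-CBFb binding partner, 100 nM | incubation = protein complex preformed 1 h, compound exposure 1 h, room temperature, dark | detection = FRET fluorescence | read-out basis = loss of energy transfer signal | controls = 5 µM unlabeled CBFb as full-inhibition high control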
Hck-Nef inh – blocks Nef-activated human Hck kinase. P08631. Recombinant Hck-YEEI plus Nef, Z-Lyte FRET kinase assay. inhibition, % at 20 µM. 220,000 compounds, 0.68% hits. AID 463187;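 active means Hck-Nef kinase inhibition above about 50%, limit read from the data; inactive means inhibition below that limit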;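 further: 0% = DMSO with Hck plus Nef and 100% = Hck alone without Nef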
Target sequence (P08631 whole entry, looked up): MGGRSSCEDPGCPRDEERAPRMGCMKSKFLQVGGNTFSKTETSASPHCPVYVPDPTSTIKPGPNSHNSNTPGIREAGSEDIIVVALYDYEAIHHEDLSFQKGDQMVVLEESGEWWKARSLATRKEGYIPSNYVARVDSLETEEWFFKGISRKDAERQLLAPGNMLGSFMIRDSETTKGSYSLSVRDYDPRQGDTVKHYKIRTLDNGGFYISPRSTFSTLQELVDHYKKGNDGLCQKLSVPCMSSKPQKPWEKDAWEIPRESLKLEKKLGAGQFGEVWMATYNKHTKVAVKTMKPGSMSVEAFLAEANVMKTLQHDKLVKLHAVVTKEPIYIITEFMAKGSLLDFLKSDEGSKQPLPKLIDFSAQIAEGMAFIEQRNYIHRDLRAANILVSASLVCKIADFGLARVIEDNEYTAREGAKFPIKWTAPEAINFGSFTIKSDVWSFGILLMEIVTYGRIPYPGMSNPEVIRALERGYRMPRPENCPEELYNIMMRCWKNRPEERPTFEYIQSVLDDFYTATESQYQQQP
TNF necrop inh – inhibitors of TNF-alpha induced necroptosis in Jurkat FADD-/- cells. activation (protection from cell death), % at 10 µM. Jurkat FADD-/- TNF necroptosis rescue, ATP luminescence, 24 h; 0 = TNF only, 100 = no-TNF cells. 220,000 compounds, 0.068% hits;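 active means activation, meaning protection from cell death, of at least 50% relative to plate controls; inactive means activation below 50%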;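 further: necroptosis triggered by 40 ng/mL TNF-alpha added together with compound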
EP2 antag – blocks the human prostaglandin E2 receptor EP2; P43116; C6 glioma cells expressing human EP2, cAMP TR-FRET; cells stimulated with saturating PGE2; inhibition, % at 25 µM; 260,000 compounds, 0.52% hits; AID 1422;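 active means percent inhibition above 40 after rounding to a whole number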;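 further: rat C6 glioma host cells with rolipram phosphodiesterase inhibitor present; the protocol text gives 20 µM as final concentration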
RBBP9 inh – human RBBP9 hydrolase inhibition; AID 1515; inhibition, % at 7.94 µM; 220,000 compounds, 0.2% hits; recombinant RBBP9, FP-Rh probe fluorescence polarization; O75884;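 active means inhibition above the campaign mean of all tested compounds plus 3 SD, cut at about 14% in these data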;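 further: plate controls were DMSO wells with RBBP9 for no effect and wells lacking RBBP9 protein for full effect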
Target sequence (O75884 whole entry, looked up): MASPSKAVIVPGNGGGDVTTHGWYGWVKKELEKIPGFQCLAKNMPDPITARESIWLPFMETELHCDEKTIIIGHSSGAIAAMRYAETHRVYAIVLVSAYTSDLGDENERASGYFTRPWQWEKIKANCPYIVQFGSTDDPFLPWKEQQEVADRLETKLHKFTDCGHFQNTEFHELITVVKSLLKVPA
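System: RBBP9 protein / Quantity: 2.5 µM RBBP9 dispensing solution, before mixing / Also added: Serine-hydrolase probe FP-Rh, 375 nM pre-mixing / Dosing: 7.94 µM single dose, 0.794% DMSO / Timing: enzyme-compound preincubation 30 min, then probe labeling 45 min, 25 °C / Signal: FP readout at 525/598 nm / Controls: DMSO-treated enzyme wells and wells lacking RBBP9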
PERK inhibitor – inhibitors of human PERK kinase. Q9NZJ5. CHO PERK-DD fusion, SEAP luminescence translation reporter. inhibition, % at 5.6 µM. 220,000 compounds, 0.17% hits. AID 1416;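 active means inhibition above the mean inhibition of all tested compounds plus 3 SD, set separately per screening campaign, cut at about 2.9% in these data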;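 further: PERK kinase domain activated by AP20187 dimerizer at 100 nM; 0% = DMSO with dimerizer and 100% = rapamycin at 8.4 µM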
The depositor's hits bear a star; . = not tested or not shown. These rows are one share of the data (hit frequency here may not be typical).

SMILES	Runt-SMMHC FRET	zVAD death inh	EP2 mod	Runt-CBFb FRET	Hck-Nef inh	TNF necrop inh	EP2 antag	RBBP9 inh	PERK inhibitor
Cn1c(Cn2c(=O)sc3ccccc32)nnc1SCC(=O)NC1CCCC1	-3	-1.2	-14	-1	-6	1.2	7	-10	-0.5
COc1ccc(OC)c2sc(NC(=O)CCSc3ccccc3)nc12	-5	6.7	-20	0	4	4.9	14	4	0.7
COc1ccc(N(CC(=O)O)S(=O)(=O)c2ccc(C)cc2)cc1Cl	-7	28	-1	3	21	0.1	7	-8	0.6
Oc1ccc(Cl)cc1N=Cc1sc2ccccc2c1Cl	17	59	-13	.	1	-0.9	6	-8	-0.2
CC(OC(=O)c1cccc(S(=O)(=O)Nc2cccc(C(F)(F)F)c2)c1)C(=O)Nc1ccc2c(c1)OCCO2 (stereo not given)	5	6.7	-25	1	1	3.7	7	-9	-0.3
COc1ccc(/C=N\NC(=O)C2COc3ccccc3O2)cc1O (stereo not given)	-7	1.0	-83	4	12	-7.5	1	-4	0.7
COc1cccc(C(=O)NCCC2=CCCCC2)c1	-1	-0.7	5	2	6	2.0	10	7	0.6
Cc1ccc([N+](=O)[O-])cc1N(CC(=O)NCC1CCCO1)S(C)(=O)=O (stereo not given)	-8	0.6	6	5	-1	0.6	2	5	1.2
c1ccc(-c2ccccc2OCCCN2CCCCCC2)cc1	0	-0.3	-18	-1	13	3.2	7	-4	-0.5
Cn1c(CC(=O)Nc2ccccc2)c(Sc2ccccc2)c2ccccc21	3	-0.1	49	0	3	3.0	5	-6	0.8
Cc1ccc(-n2c(SCC(=O)N3CCCc4ccccc43)nnc2-c2cccnc2)c(C)c1	0	.	12	-6	-7	-4.0	7	1	-1.0
CCn1cc([N+](=O)[O-])c(C(=O)Nc2cc(C)on2)n1	-6	-0.8	5	1	-21	-0.1	9	-8	-0.1
CCCCC(=O)Nc1cc(NC(=O)CCCC)cc(C(=O)O)c1	-2	1.2	35	2	12	-0.6	6	-3	1.8
CCC(C)Nc1nc(OC(C(F)(F)F)C(F)(F)F)nc(OC(C(F)(F)F)C(F)(F)F)n1 (stereo not given)	-1	-1.1	-4	0	-10	2.0	13	6	0.7
COc1ccc(C(=O)c2ccc(N3CCN(C4CC(=O)NC4=O)CC3)cc2)cc1F (stereo not given)	-5	0.0	9	-2	0	-0.9	24	-5	-0.8
Cc1cnc(NC(=O)CCCSc2nc3ccccc3s2)s1	-2	0.0	-5	0	1	-0.3	12	-4	-0.4
Nc1nc2nonc2nc1N	-2	0.7	5	-1	-1	0.0	16	-2	-0.1
O=C(Nc1ncc(S(=O)(=O)c2ccc([N+](=O)[O-])cc2)s1)c1cccnc1	1	-0.6	-35	1	26	-14	8	-11	1.5
O=C(COc1ncnc2ccccc12)N1CCN(S(=O)(=O)c2ccccc2)CC1	0	0.0	12	-1	2	-0.9	12	0	0.9
Fc1ccc(Nc2ccc(-c3ccc(F)cc3)nn2)cc1	0	71	-27	0	11	12	12	-7	-0.4
CCOC(=O)Cc1csc(SCC(=O)/C(C#N)=C(\C)N)n1	-6	0.0	19	-3	1	-2.2	12	-9	0.0
Cc1ccc(S(=O)(=O)N2CCCN(S(=O)(=O)c3ccc(C(F)(F)F)cc3)CC2)cc1	-1	0.0	25	3	0	0.8	4	-4	0.2
COc1ccc(Cl)cc1Nc1nc(-c2sc(NC(=O)c3ccccc3)nc2C)cs1	-6	0.9	-11	3	14	-2.8	15	1	-1.1
Cc1ccc(S(=O)(=O)Nc2ccc3c(c2)nc(C)n3C)cc1	-3	0.8	-21	1	17	-2.2	8	-9	0.8
CCc1cc2c(=O)[nH]c(CC(N)=O)nc2s1	1	1.2	30	0	22	-0.2	1	-6	-0.2
COCC(C)OC(=O)/C(C#N)=C\c1coc2ccc(C)cc2c1=O (stereo not given)	-66	0.7	12	-43	98*	1.3	10	0	0.9
Cc1ccc(Nc2c(-c3ccccn3)nc3cc(C)ccn23)cc1	3	43	47	-3	18	-4.9	14	0	-0.5
O=C(NCCCN1CCOCC1)C(=O)N/N=C/c1ccccc1Cl	-5	3.6	-25	-1	15	1.2	9	0	-1.2
CC(C)(C)c1ccc(S(=O)(=O)N2CC(=O)Nc3ccccc32)cc1	0	1.1	-26	1	-21	1.1	2	-8	-0.7
Cc1cc(C)n(CC(O)COc2ccccc2)n1 (stereo not given)	0	0.7	19	-3	0	0.0	7	-3	0.1
CC(=O)c1ccc(NC(=O)CSc2nnc(Cc3cccn3C)n2-c2ccc(F)cc2)cc1	-3	1.2	30	1	-1	-0.3	5	-7	-0.1
COc1ccc(CCn2c(-c3ccncc3)n[nH]c2=S)cc1OC	4	0.2	34	8	12	-0.2	7	1	0.6
Cc1ccc(Nc2nc(NCCCN3CCOCC3)nc(N)c2[N+](=O)[O-])cc1	-3	0.2	23	-2	-2	-0.7	8	-2	-1.1
Cc1nc(C)c(-c2csc(Nc3cccc(O)c3)n2)s1	-3	4.8	-49	0	51*	-8.4	7	-3	0.7
CCn1c(SCC(=O)N/N=C/C(C)=C/c2ccco2)nnc1-c1ccccc1	-5	0.1	-29	3	4	-3.2	7	4	0.3
Cc1ccccc1Nc1nc(N)nc(CSc2nnc3sc4ccccc4n23)n1	2	1.4	-21	0	0	0.4	7	-11	-1.3
COc1ccc(/C(N)=N/OC(=O)c2cc(-c3ccccc3)nc3ccccc23)cc1	-5	-0.1	29	.	0	-5.0	0	2	1.6
CCC(C)NC(=O)c1ccccc1NC(=O)c1ccccc1N(C)S(C)(=O)=O (stereo not given)	1	-0.6	16	-1	7	-1.3	8	-12	0.3
CCOC(=O)c1sc(-c2ccc(C)cc2)c(C#N)c1C	24	-0.2	31	31	12	0.9	2	-5	0.8
Cc1ccccc1C(=O)Nc1ccccc1C(=O)NCc1ccccc1	3	0.5	19	0	0	4.7	3	-7	0.0
O=C(CN1C(=O)c2ccccc2C1=O)Nc1sc2c(c1C(=O)NCC1CCCO1)CCC2 (stereo not given)	0	1.0	21	-4	1	0.7	7	-11	1.0
CCOc1ccc(-n2nnc3c(=O)n(CC(=O)NCc4ccco4)cnc32)cc1	1	0.0	9	0	3	-0.9	0	-16	0.5
CCOC(=O)N1CCN(S(=O)(=O)c2ccc3c(c2)CCN3C(=O)C2CCC2)CC1	-1	2.2	23	-1	-4	2.8	12	-4	1.0
CCCCCCn1c(CN2CCCC(C)C2)nc2c1c(=O)n(C)c(=O)n2C (stereo not given)	-1	-1.1	44	-9	1	-1.6	9	4	1.3
O=C(NNC(=S)Nc1ccccc1)NNC(=S)Nc1ccccc1	0	2.9	14	8	19	-0.2	3	-2	0.5
O=C(CCSCc1ccc(Cl)cc1)NCc1ccco1	0	1.0	9	-1	-1	3.6	6	-4	1.0
Cc1cc(C)n2nc(SCC(=O)c3c(N)n(CC(C)C)c(=O)n(C)c3=O)nc2n1	-8	0.6	-34	0	20	-0.1	2	-10	2.0
Cc1cc(C(=O)Nc2ccccc2C(=O)O)ccc1NC(=O)COc1cccc([N+](=O)[O-])c1	2	12	-64	0	18	-0.5	18	1	1.7
CCOC(=O)c1nn(-c2cccc(OC)c2)c2nc(Nc3ccccc3)cc(=O)n12	-6	9.3	39	-3	9	0.0	14	-4	-0.2
Cc1ccc(C)c(NC(=S)N/N=C/C(C)c2ccccc2)c1 (stereo not given)	6	0.5	20	7	3	-0.6	7	-3	0.0
Cc1ccc(C(=O)Nc2ccc(-c3csc(C)n3)cc2)cc1	-3	60	-62	-1	25	1.8	4	-5	0.5
Cc1ccc(NC(=O)CN(C)CC(=O)Nc2ccc(N3CCOCC3)cc2)c(C)c1	-1	0.0	18	-1	4	3.2	9	-5	-0.1
O=C(c1cccc(Cl)c1)N1CCCC(c2ccc(Cl)cc2)=N1	0	0.2	30	-3	1	-2.6	4	-3	0.5
COc1ccc(CCc2nnc(CCC(=O)NCc3cc(C(C)C)no3)o2)cc1	.	0.2	9	.	18	1.2	8	-6	-0.7
COc1ccccc1CNC(=O)C1CCCN(S(C)(=O)=O)C1 (stereo not given)	-1	-0.1	12	0	-2	0.5	4	-4	-0.1
CC(C)C(=O)Nc1ccc(C(=O)NNC(=O)NC2CCCCC2)cc1	2	0.2	6	-3	1	0.0	4	-6	0.8
CC(=O)Nc1cccc(C(=O)NC(C)c2ccc(S(N)(=O)=O)cc2)c1 (stereo not given)	-2	1.1	-5	-1	1	-0.1	15	-3	0.2
CCC(C)NS(=O)(=O)c1ccc(NC(=O)C2CCCO2)cc1 (stereo not given)	1	15	5	-2	17	-0.3	17	-6	1.2
O=C(O)c1ccccc1-c1cn2cc(Cl)ccc2n1	-3	-0.1	17	2	-15	-1.8	6	-2	0.7
COc1ccc(N2C(=O)CC(c3ccc(OC(C)C)cc3)C2=O)cc1 (stereo not given)	0	4.0	3	-4	3	2.8	10	.	.
(next part)
SMILES	Runt-SMMHC FRET	zVAD death inh	EP2 mod	Runt-CBFb FRET	Hck-Nef inh	TNF necrop inh	EP2 antag	RBBP9 inh	PERK inhibitor
CCn1c(-c2ccc(C(C)(C)C)cc2)n[nH]c1=S	6	0.1	3	7	2	-4.5	15	-10	0.8
O=C(N/N=C1\NC(=O)C(CO)(CO)S1)c1ccccc1	-2	-0.3	20	0	10	0.3	5	-1	0.6
CC(=O)Oc1ccc(-c2cccc(C(=O)NCCCO)c2)cc1	3	-0.4	5	0	3	-0.9	12	1	2.0
COc1ccccc1NC(=O)c1ccc(NC(=O)COC(=O)C2(C)CC2(Cl)Cl)cc1 (stereo not given)	3	2.1	-14	-1	5	1.6	10	-15	-0.6
CC1=NCCN1CCNC(=O)Nc1ccc(C(C)(C)C)cc1	2	0.1	3	-2	-8	1.5	7	-4	0.0
Cc1nc2sc(C(c3cccc(F)c3)N3CCCC(C)C3)c(O)n2n1 (stereo not given)	5	0.2	13	-1	3	-0.8	17	1	-0.5
COc1cccc(/C=N/Nc2nc(-c3cccnc3)nc3ccccc23)c1	-2	0.7	-51	0	25	-10	8	-18	-1.1
Cc1ccccc1NC(=O)/C(C#N)=C\c1cn(CC(=O)O)c2ccccc12	.	17	-20	.	29	1.0	10	-11	0.1
C/C(NC(=O)c1cccs1)=C1\C(=O)C[C@@H]2[C@H]1C2(C)C	2	5.1	30	0	0	-0.2	2	-4	0.1

Part of the list above, showing only EP2 antag.
SMILES | EP2 antag
CC(=O)Oc1ccc(-c2cccc(C(=O)NCCCO)c2)cc1 | 12
COc1cccc(/C=N/Nc2nc(-c3cccnc3)nc3ccccc23)c1 | 8
